MC4R antag cAMP – blocks human MC4R cAMP signaling; hit rate 0.48% among 360,000; AID 540295; MC4R-expressing cells, MTII-stimulated cAMP, LANCE TR-FRET; inhibition, % at 6.5 µM;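 active = inhibition above its plate's cutoff, the mean of tested wells on that plate plus 3 SD, cut at about 29% in these data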;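 note: 0% = Melanotan II alone and 100% = Melanotan II plus saturating MCL0020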
Target sequence (P32245 whole entry, looked up): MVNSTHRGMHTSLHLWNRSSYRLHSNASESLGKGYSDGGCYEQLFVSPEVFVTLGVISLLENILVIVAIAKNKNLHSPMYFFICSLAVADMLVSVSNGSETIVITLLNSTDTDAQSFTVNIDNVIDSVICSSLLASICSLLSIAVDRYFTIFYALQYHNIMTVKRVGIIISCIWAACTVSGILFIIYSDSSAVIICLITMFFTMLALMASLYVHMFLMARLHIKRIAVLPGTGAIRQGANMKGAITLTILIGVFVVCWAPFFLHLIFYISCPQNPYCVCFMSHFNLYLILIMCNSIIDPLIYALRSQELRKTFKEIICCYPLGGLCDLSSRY
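system = U2OS cells with stable human MC4R expression | also added = Melanotan II challenge after compound preincubation | dosing = one concentration, 6.5 µM nominal | incubation = compound 30 min, challenge 1 h, detection 1 h | measured by = TR-FRET with Eu-cAMP and labeled anti-cAMP, 671 nm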
Granule exo inh – blocks lytic granule exocytosis | TALL-104 LAMP-1 surface exposure, flow cytometry; cells stimulated with thapsigargin and PMA | hit rate 0.66% among 360,000 | inhibition, % at 10 µM;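 active = inhibition above about 55%, limit read from the data; inconclusive = no clear call, values can overlap the other calls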
Glyco luc inh – N-linked glycosylation inhibition. D54 ERlucT glycosylation luciferase reporter, 24 h; percent of 100 nM tunicamycin response. hit rate 0.23% among 360,000. reporter increase, % at 12.5 µM;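 active = mean luciferase reporter signal, scaled so untreated is 0 and the glycosylation-blocking control 100, at or above a set limit in every replicate; inconclusive = mean reaches the limit but not every replicate does; inactive = mean below the limit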;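 note: luciferase carries N-glycosylation sites so blocking glycosylation raises the light; 0% = median of neutral control wells and 100% = median of 100 nM tunicamycin wells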
MC4R ag barr – activates human MC4R beta-arrestin recruitment; U2OS MC4R beta-arrestin complementation, luminescence; percent of melanotan II response, DMSO zero; activation, % at 8.9 µM; hit rate 0.98% among 360,000; AID 540308;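 active = activation above a per-plate cutoff, the mean activation of sample wells on that plate plus 3 SD, cut at about 8% in these data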
ABCB6 inh 2 – human ABCB6 transporter inhibition. Q9NP58. K562-ABCB6 porphyrin accumulation, flow cytometry, 1 h; hits give low values. fluorescence ratio to DMSO, % at 10 µM. hit rate 0.19% among 360,000. AID 602162;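 active = fluorescence ratio to DMSO below 75%, the collection mean minus 3 SD; inconclusive = too few cells collected in the well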;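 note: signal is porphyrin accumulated inside mitochondria; 100% equals median channel fluorescence of DMSO control wells; lower ratio means ABCB6 inhibition with less porphyrin fluorescence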
aDG glyco up – increases alpha dystroglycan glycosylation | AID 624168 | activation, % at 10 µM | hit rate 0.22% among 360,000 | Pro5-aDG cells, alpha-DG glycosylation AlphaScreen (IIH6); 0% Pro5, 100% B10-LARGE cell signal;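 active = activation of at least 8% versus controls, or a plate z-score of at least 8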;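 note: Pro5 are CHO cells carrying HIG-tagged alpha-DG that lacks glycosylation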
ABHD5-PLIN5 inh – blocks binding of human ABHD5 to perilipin-5; Q00G26+Q8WTS1; Split G. princeps luciferase complementation, luminescence, 4 h; inhibition, % at 4 µM; hit rate 0.78% among 360,000; AID 602281;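 active = inhibition above the mean inhibition across every tested compound plus 3 SD, cut at about 22% in these data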;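 note: 0% = DMSO only wells and the 100% control is not disclosed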
NOD2 RIPK2 PPI – NOD2-RIPK2 protein interaction inhibition; O43353; CHO BLA complementation NOD2-RIPK2, CCF4 ratio; inhibition, % at 4.98 µM; hit rate 0.38% among 360,000; AID 624267; in the data active = inhibition above about 21%;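 note: 0% = vehicle only and 100% = reference blocker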
TLR9-MyD88 inh – inhibitors of human TLR9-MyD88 binding; Q9NR96+Q99836; CHO BLA complementation TLR9-MyD88, CCF4 FRET ratio; inhibition, % at 4.98 µM; hit rate 0.21% among 340,000; AID 504734;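 active = inhibition above the mean over all tested compounds plus 3 SD, cut at about 21% in these data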;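 note: 0% = DMSO only wells and 100% = clavulanate BLA inhibitor control wells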
Vif imaging – HIV Vif inhibition. HEK293T cells, Vif self-association by quenched fluorescence, imaging, 24 h. inhibition, % at 7.49 µM. hit rate 0.35% among 340,000; in the data active = inhibition above about 50%, passing the limit was not always enough; inconclusive = no clear call, values can overlap the other calls; inactive = below about 31%; note: some results filed as inactive read as strong as hits
* marks the source's active call; other numbers are inactive results; ? = inconclusive; . = no result given. A portion of the library. The share of hits here may be higher or lower than overall.

SMILES	MC4R antag cAMP	Granule exo inh	Glyco luc inh	MC4R ag barr	ABCB6 inh 2	aDG glyco up	ABHD5-PLIN5 inh	NOD2 RIPK2 PPI	TLR9-MyD88 inh	Vif imaging
OCc1cn(-c2ccccc2)nc1-c1ccco1	-3	0	4	-1.9	104	-0.1	17	2	7	-1
COc1ccc(SCCc2nnc(-c3ccccc3)o2)cc1	2	-1	-2	-2.6	96	0.0	-2	-3	4	-10
O=C(COc1ccc(S(=O)(=O)N2CCCC2)cc1)NCCC1=CCCCC1	25	-11	-2	-0.1	102	-0.1	-3	2	0	1
COc1cccc(NS(=O)(=O)c2ccc3c(c2)NC(=O)C(C)C(=O)N3)c1 (configuration not stated)	2	-4	2	-0.8	100	-0.2	-5	-9	-2	.
Cc1ccccc1Nc1nc(N)nc(CCl)n1	1	-1	4	1.7	100	0.0	0	-9	9	104*
O=C(Oc1ccc(C(=S)N2CCOCC2)cc1Br)c1ccccc1F	1	-6	3	1.6	101	0.0	-5	-7	-130	-3
Cc1ccc(/C=N/NC(=O)c2ccc(Br)o2)s1	-3	-4	5	-2.9	100	0.2	4	-6	-9	3
O=C(c1c(F)cccc1F)N1CCCC1	14	-2	2	0.5	103	0.0	3	-6	1	-3
Cc1cccc(CN2CCC(C(=O)Nc3cccc(-c4cccc(F)c4)c3)CC2)n1	2	62*	-3	0.5	93	2.7	8	-7	8	?
O=S(=O)(c1ccc(-n2cnnn2)cc1)N1CCNCC1	3	0	0	-1.4	95	0.1	0	-8	10	-1
Cc1ccc(CNC(=O)CCc2nnc3ccc(NCCCN4CCCC4=O)nn23)cc1	6	-17	-1	-0.2	99	0.2	7	-9	-2	11
Cn1c(=O)c(=O)n(C)c2cc(S(=O)(=O)N3CCC(Cc4ccccc4)CC3)ccc21	13	4	-1	-2.3	97	0.2	-2	-1	-4	-4
O=C1Nc2c(c(=O)[nH]c(=O)n2-c2ccc(F)cc2)C1(NS(=O)(=O)c1ccccc1)C(F)(F)F (configuration not stated)	1	-4	0	-0.9	100	-0.1	-8	-6	8	.
CC(C)Nc1ncnc2c1ncn2[C@H]1CN(CCN2CCOCC2)C[C@@H](CO)O1	-2	3	2	1.5	100	-0.1	3	-5	.	-10
O=C(NCc1ccccn1)C(=O)NCC1OCCN1S(=O)(=O)c1ccc(Cl)cc1 (configuration not stated)	2	-1	-1	-3.3	81	0.3	-3	-7	-2	-11
Cc1c(-c2cccc(Cl)c2)nc2ccccc2c1C(=O)OC/C(O)=C(\C#N)c1nc2ccccc2[nH]1	26	-1	63*	5.0	100	0.0	-2	-6	4	-4
Cc1cccc(N2Cc3ccccc3C2=NC(=O)c2ccc(Cl)nc2)c1	-2	-2	0	-2.9	104	-0.2	-1	1	1	0
CC(C)N(Cc1nc(-c2ccccc2)no1)C(=O)CCCN1C(=O)c2ccccc2C1=O	9	4	2	-1.2	86	0.3	-5	2	7	20
COCC(=O)N(C)C[C@H]1N[C@@](C)(C(=O)OC)[C@H]2C(=O)N(Cc3ccccc3)C(=O)[C@@H]12	-6	-2	2	-1.9	88	0.0	10	2	-6	13
COc1ccc(C(=O)O)cc1S(=O)(=O)NC(C)C	2	-3	2	0.8	97	0.1	-1	-14	-7	-2
CCn1ncc([N+](=O)[O-])c1C(=O)Nc1ccc(C(=O)N2CCCCC2)cc1	9	-4	-1	-1.4	95	-0.1	6	0	-4	-4
CN(C)c1cccc(C(=O)NNC(=O)CN2C(=O)C3CC=CCC3C2=O)c1 (configuration not stated)	9	13	-13	-0.8	96	0.2	4	-12	-4	14
CC(C)C(NS(=O)(=O)c1ccccc1)C(=O)OCC(=O)NNC(=O)c1ccccc1 (configuration not stated)	7	6	1	-1.3	100	-0.2	-9	-11	-4	25
O=C(CSc1nnc(NC(=O)c2ccc(S(=O)(=O)N3CCOCC3)cc2)s1)Nc1ccccc1C(F)(F)F	4	-2	-1	-0.8	99	-0.2	9	-3	-6	2
COc1cccc(-c2sc3ccc(OC)cc3c2C#CC(C)(C)O)c1	14	6	2	-1.4	100	0.1	-2	-7	-3	0
O=C(NC1CCCc2ccccc21)C1CCCO1 (configuration not stated)	7	0	1	-1.5	98	0.1	1	1	-11	10
Cc1cc(C)nc(-n2nc(C)cc2NC(=O)c2ccc(F)cc2F)n1	23	-2	0	1.7	97	0.2	-3	-3	1	-1
Cc1nc2c(C(=O)NCCc3ccccc3Cl)c[nH]n2c(=O)c1Cl	0	-2	0	-1.9	101	0.4	7	-4	-4	-5
CCOc1cc(/C=C2\SC(=NC)N(C)C2=O)cc(Cl)c1OC(C)=O	11	15	4	-0.5	94	0.3	-3	-6	4	-12
COc1ccc(-c2csc(NC(=O)COC(=O)C3=COCCO3)n2)cc1	1	-1	-3	0.8	97	-0.1	0	-12	5	3
COC(CN(C)S(=O)(=O)c1cc2c3c(c1)CCN3C(=O)CC2)OC	17	-6	1	1.9	96	-0.1	-6	8	2	-9
NS(=O)(=O)c1ccc(CCNS(=O)(=O)c2ccccc2)cc1	-9	-1	0	-1.5	90	0.0	3	-9	-1	1
CCC1CCc2sc(C(=O)NNC(=O)c3ccncc3)cc2C1 (configuration not stated)	7	-1	3	-0.8	86	-0.3	-5	0	-2	-3
COC(=O)Nc1nnc(CCc2ccccc2)s1	-11	6	0	1.1	97	0.0	-4	3	0	13
Cc1cc2nc(-c3cccnc3SCC(=O)NC(C)C)[nH]c2cc1C	1	-3	-3	-2.7	91	0.0	3	1	-9	4
COC(=O)c1ccccc1NC(=O)CN1CCN(C(=O)c2ccco2)CC1	4	4	0	-0.1	84	0.5	1	-3	3	30
O=C(Nc1cc2c(ccc3ccccc32)oc1=O)C1CCCCC1	7	12	1	0.3	89	-0.4	0	0	-5	.
CC1(C)Cc2c(sc3c2c(=N)n(Cc2ccco2)c(=O)n3CC(=O)Nc2ccc(Cl)cc2)CO1	22	2	-3	0.5	100	0.1	15	1	-1	-9
CC1=CCC(C(=O)O)C(C(=O)NC2CCCCC2)C1 (configuration not stated)	12	0	-2	-1.1	100	-0.1	2	-4	-1	10
Fc1ccc(CN2CCCCCCC2)cc1F	-3	4	2	0.3	98	0.1	2	-4	12	-1
C=CC[C@@H](Cc1ccc(F)cc1)C(=O)OC[C@@H]1CCCN1C(=O)[C@H](CC=C)CC(=O)N(CCO)Cc1ccccc1	14	-4	1	7.1	99	0.3	0	8	0	-7
CCOc1ccc(NC(=S)N(CCc2c(C)[nH]c3ccc(C)cc23)Cc2ccncc2)cc1	6	-1	-1	-0.1	97	0.4	2	-3	3	1
O=S(=O)(N1CCCCCC1)N1CCN(S(=O)(=O)N2CCOCC2)CC1	2	2	1	-3.1	98	-0.1	-8	2	-9	14
CCn1c(C)c(C(C)=O)c(N2CCN(c3ccccc3)CC2)nc1=S	2	-2	-5	-1.9	110	-0.5	-20	3	-3	-1
N/C(=N\OC(=O)Cc1cccs1)c1ccccc1	1	-2	-2	-0.8	97	0.0	-6	-3	-5	-4
O=[N+]([O-])c1ccc(COc2cccc(CN3CCCCC3)c2)cc1	6	0	-5	1.4	96	-0.3	-6	1	-9	.
Fc1ccccc1Cn1nnc2c(NCCc3ccccn3)ncnc21	11	0	0	0.1	89	-0.2	-1	3	-8	-8
Cc1ccc(C(=O)Cn2nnc3c(sc4nc5c(c(-c6ccccc6)c43)CCC5)c2=O)cc1	4	-3	2	-0.4	99	-0.2	3	-4	2	5
O=C1CC(N2CCN(c3ccc(Cl)cc3)CC2)C(=O)N1c1ccc(F)cc1 (configuration not stated)	1	-1	2	-2.8	100	0.0	3	-12	5	-2
N/C(=N\OC(=O)c1cccc(Br)c1)c1ccccn1	1	2	-19	-1.1	91	0.1	-5	-2	4	6

Source: PubChem BioAssay
